# PKA-R2B activ – activates the human PKA-R2B holoenzyme complex; 0.079% of 340,000 active; activation, % at 11.4 µM; PKA-R2B holoenzyme dissociation, Cy5-IP20 fluorescence polarization; R2B truncated from residue 108, S112A mutant; 0% DMSO only, 100% 113 µM cGMP; AID 504700;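 active = activation above a cutoff set at the mean over all compounds plus 3 SD, cut at about 18% in these data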;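 also: higher means more holoenzyme dissociation and a rise in polarization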
# MOR-DOR ag – OPRM1-OPRD1 heterodimerization agonism. cells, luminescence. activation, % at 9.3 µM. 0.3% of 340,000 active. AID 504326; in the data active = activation above about 18%;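 also: 0% = vehicle-treated cells and 100% = reference agonist; values of inactives mirror those of a sister screen read the other way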
# Target sequence (P35372 whole entry, looked up): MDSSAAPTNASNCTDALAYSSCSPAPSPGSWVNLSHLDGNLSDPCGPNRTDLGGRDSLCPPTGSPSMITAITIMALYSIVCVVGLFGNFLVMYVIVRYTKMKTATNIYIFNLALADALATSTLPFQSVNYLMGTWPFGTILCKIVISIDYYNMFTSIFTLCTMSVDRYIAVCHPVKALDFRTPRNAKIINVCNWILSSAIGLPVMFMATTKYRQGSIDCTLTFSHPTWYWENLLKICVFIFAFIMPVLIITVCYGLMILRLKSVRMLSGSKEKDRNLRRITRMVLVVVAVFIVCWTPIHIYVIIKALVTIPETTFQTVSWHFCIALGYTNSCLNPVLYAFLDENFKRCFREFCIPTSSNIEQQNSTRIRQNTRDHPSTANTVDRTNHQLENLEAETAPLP
# Target sequence (P41143 whole entry, looked up): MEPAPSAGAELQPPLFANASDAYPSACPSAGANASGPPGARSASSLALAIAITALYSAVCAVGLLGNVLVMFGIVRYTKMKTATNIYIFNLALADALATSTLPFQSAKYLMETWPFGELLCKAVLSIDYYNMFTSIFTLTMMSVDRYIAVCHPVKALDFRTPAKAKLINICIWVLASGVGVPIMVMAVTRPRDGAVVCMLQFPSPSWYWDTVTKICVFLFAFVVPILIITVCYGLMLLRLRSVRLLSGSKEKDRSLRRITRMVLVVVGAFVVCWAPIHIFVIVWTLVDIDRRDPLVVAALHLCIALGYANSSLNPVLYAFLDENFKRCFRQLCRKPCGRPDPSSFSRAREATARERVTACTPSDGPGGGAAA
# Tat export inh – E. coli Tat transport inhibition; E. coli MC4100 TorA-mCherry Tat export, fluorescence; inhibition, % at 10 µM; 0.036% of 340,000 active;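 active = mean replicate inhibition at least 50% and at least half of replicates individually reaching 50%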;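 also: exported cargo escapes ClpAP degradation while cytoplasmic cargo is degraded and loses fluorescence; 0% = median of neutral control wells and 100% = median of NaSCN control wells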
# SUMO Mot1 rescue – inhibitors of SUMOylation pathway: yeast Mot1-301 growth rescue | S. cerevisiae Mot1-301 growth rescue, ATP luminescence, 38.5C; percent above DMSO median, 100 means doubled | growth rescue, % at 18.8 µM | 1% of 320,000 active;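 active = every valid replicate shows activation above 250% relative to neutral control wells; inactive = the rest, any valid replicate at or below 250%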;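 also: OY570 slx delta 5 strain wells were the positive control but not used for scaling; some compounds called inactive have numbers as strong as hits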
# PfHsp90 set2 – growth inhibition of yeast expressing Plasmodium Hsp90; S. cerevisiae expressing PfHsp90, BacTiter-Glo ATP, 48 h; yeast lacking PDR1 and PDR3 efflux regulators; inhibition, % at 9.4 µM; 0.32% of 310,000 active;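 active = every replicate shows inhibition above about 80%, whatever the replicate mean, limit read from the data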;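 also: 0% = DMSO neutral controls and 100% = 20 µM radicicol positive controls; yeast relying on Plasmodium falciparum Hsp90 in place of its own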
# phage Ecoli inh – E. coli growth loss with phage present; growth absorbance; inhibition, % at 11.9 µM; 0.26% of 360,000 active; in the data active = inhibition above about 11%
# PKA-R1A act – PKA-R1A complex activation | P00514+P68181 | PKA-R1A dissociation, Cy5-IP20 fluorescence polarization; scaled: DMSO 0%, 113 µM cGMP 100% | activation, % at 11.4 µM | 0.083% of 340,000 active;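 active = percent activation above the mean of all tested compounds plus 3 SD, cut at about 19% in these data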;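 also: higher means more PKAc released from R1A so a rise in polarization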
# OPRM1-OPRD1 inv – mu-delta opioid heterodimer inverse agonism; inhibition, % at 9.3 µM; P35372+P41143; cell-based MOR-DOR heterodimer luminescence; 0.21% of 340,000 active; AID 504357; in the data active = inhibition above about 22%, passing the limit was not always enough;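 also: 0% = cells with DMSO and 100% = wells without cells with DMSO; values of inactives mirror those of a sister screen read the other way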
# Ecoli viability – bacterial growth inhibition, counter-screen for AddAB inhibitors; E. coli V3065 growth, OD600 absorbance, 18 h; inhibition, % at 11.9 µM; 0.27% of 330,000 active;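 active = inhibition above the campaign's mean inhibition across all tested compounds plus 3 SD, cut at about 9.9% in these data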;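 also: uninfected addAB+ strain grown without phage in ampicillin broth; 0% = DMSO wells and 100% = ciprofloxacin 0.95 µg/ml wells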
# HTR5A inv ctr – inverse agonist of human HTR5A in OPRM1-OPRD1 counter-screen. P47898. HTR5A cell line, luminescence, inverse agonism. inhibition, % at 9.3 µM. 0.083% of 340,000 active. AID 504634; in the data active = inhibition mostly above about 23%, no sharp cut-off; inactive = mostly below about 18%;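 also: 0% = cells with DMSO and 100% = no-cell wells with DMSO; some compounds called inactive have numbers as strong as hits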
# AddAB inh – less growth of phage-infected E. coli with AddAB | E. coli expressing H. pylori AddAB, absorbance growth | inhibition, % at 11.9 µM | 0.29% of 330,000 active; in the data active = inhibition above about 12%;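 also: 0% = vehicle wells of infected cells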
# Starred values were filed as active, the others as inactive; x = no result given.
# Screens in order: PKA-R2B activ	MOR-DOR ag	Tat export inh	SUMO Mot1 rescue	PfHsp90 set2	phage Ecoli inh	PKA-R1A act	OPRM1-OPRD1 inv	Ecoli viability	HTR5A inv ctr	AddAB inh
- FC(F)(F)c1cccc(NC(=S)N2CCN(c3ccccc3)CC2)c1
    0	7.8	-1	1	-12	5.6	4	-38	-3.6	-33	0.3
- CC1=NN(C(=O)c2ccccc2Cl)C(O)(c2ccccc2)C1 (stereo unspecified)
    -3	-3.1	0	-6	-6	4.0	-3	15	1.2	-13	4.5
- CN(C)C(=S)SCC(=O)NCc1ccc(F)cc1
    1	-3.6	-6	2	-4	4.0	2	19	-3.0	-5	-2.6
- CCCCc1cc(=O)oc2cc(C)cc(OCC(=O)N3CCC(C(=O)O)CC3)c12
    -8	-3.3	-1	0	-11	2.9	-8	17	0.0	9	2.5
- O=Cc1ccc(-c2ccc(Cl)cc2Cl)[nH]1
    -1	3.0	-3	281	26	0.0	5	-16	2.1	-28	3.9
- CCNc1nc2ccccc2[nH]1
    5	0.5	-7	-9	16	-1.0	-2	-3	1.2	6	0.3
- CCC(C(=O)n1cccc1C#N)c1ccccc1C (stereo unspecified)
    -4	-0.2	-3	7	14	2.7	-2	1	-0.2	9	1.4
- COc1cc(C(=O)Oc2ccc3c(c2)OCC3=O)cc(OC)c1OC
    -4	-0.7	0	-9	-49	0.3	-9	4	-7.2	-12	-2.5
- O=C(Nc1cccc(F)c1)Nc1ccnn1C1CCN(C(=O)c2ccccn2)CC1
    4	-3.0	-6	298	13	-3.6	-3	15	-0.6	9	0.1
- O=CNC(=O)c1ccccc1C(=O)O
    12	-1.1	-7	-2	-27	1.9	-6	7	-0.7	-11	2.7
- O=S(=O)(CC(CN1CCOCC1)N1CCOCC1)c1ccccc1 (stereo unspecified)
    4	-1.0	-4	-23	-23	1.7	8	7	3.3	5	1.9
- Cc1ccc(S(=O)(=O)N2CCC(C(=O)Nc3ccccc3N3CCCCC3)CC2)cc1C
    -11	-1.9	-1	2	x	0.5	-5	11	-0.1	-21	5.8
- O=C(C1CCCN(S(=O)(=O)c2ccc(F)cc2)C1)N1CCCCCC1 (stereo unspecified)
    4	-0.4	0	8	8	1.7	-4	2	-2.1	-21	2.0
- CC(C)CCNC(=O)CCS(=O)(=O)c1cccc2nonc12
    13	-0.1	1	-21	29	0.6	-5	1	-1.3	-5	0.5
- O=S(=O)(NCCSc1ccccc1)c1ccc(F)cc1
    -3	2.5	-2	-14	-12	0.6	-2	-15	0.3	-16	0.6

# Random excerpt: two entries already listed, in no set order.
# Screens in order: PKA-R2B activ	MOR-DOR ag	Tat export inh	SUMO Mot1 rescue	PfHsp90 set2	phage Ecoli inh	PKA-R1A act	OPRM1-OPRD1 inv	Ecoli viability	HTR5A inv ctr	AddAB inh
- O=C(Nc1cccc(F)c1)Nc1ccnn1C1CCN(C(=O)c2ccccn2)CC1
    4	-3.0	-6	298	13	-3.6	-3	15	-0.6	9	0.1
- O=C(C1CCCN(S(=O)(=O)c2ccc(F)cc2)C1)N1CCCCCC1 (stereo unspecified)
    4	-0.4	0	8	8	1.7	-4	2	-2.1	-21	2.0

# Further structures:
# Screens in order: PKA-R2B activ	MOR-DOR ag	Tat export inh	SUMO Mot1 rescue	PfHsp90 set2	phage Ecoli inh	PKA-R1A act	OPRM1-OPRD1 inv	Ecoli viability	HTR5A inv ctr	AddAB inh
- CCOc1ccccc1Nc1nnc(SCC(=O)Nc2nc(-c3ccc(OC)cc3)cs2)s1
    4	-1.0	2	11	x	4.0	-5	5	-1.6	1	-0.8
- CCC(=O)Nc1ccc(C(=O)N2CCN(C(=O)c3ccco3)CC2)cc1
    4	0.4	-7	25	10	0.4	1	-3	1.8	-4	3.1
- Cc1cccc(C2NC(c3cccc(C)c3)C([N+](=O)[O-])C(C)(C)C2[N+](=O)[O-])c1 (stereo unspecified)
    5	3.7	1	8	-1	7.1	6	-16	5.7	11	8.1
- CN(C)CCn1c(=S)[nH]c2ccccc2c1=O
    -4	1.2	14	728	-3	1.8	1	-5	0.0	3	1.7
- O=C(CCc1ccccc1)N1N=C(c2ccncc2)CC1(O)C(F)(F)F (stereo unspecified)
    -8	-3.0	-1	-17	-7	2.9	-7	15	1.1	3	0.7
- O=C(COc1ccc(Cl)cc1)NCc1nnc(SCC(=O)NC2CCCC2)o1
    -4	-0.5	-4	-9	11	0.5	-3	2	-2.1	-14	1.3
- C#CCOCCOCCOCCNc1nc(N2CCN(C(=O)[C@H](CCC(=O)O)n3cc(C(N)CC(C)C)nn3)CC2)nc(N2CCN(C(=O)[C@H](Cc3cc4ccccc4[nH]3)n3cc(C(N)CC(C)C)nn3)CC2)n1 (stereo partly specified)
    9	-2.2	10	-5	-3	x	4	13	-2.2	-27	0.2
- O=C1NC[C@H](CC2CCCCC2)N(CCc2cccc(F)c2)C1=O
    1	-0.2	-12	-6	0	2.8	-4	1	0.2	-23	-1.1
- COc1cccc(CN(C)CC(=O)Nc2ccccc2C(=O)NC2CC2)c1
    8	-2.4	1	-4	-15	1.2	-1	10	2.1	11	4.0
- COc1ccc(Cl)cc1NC(=O)c1nnn(CC(=O)Nc2ccc(C)c(C)c2)c1N
    -8	4.0	-2	-8	10	1.4	11	-21	-2.5	10	2.2
- CC(C)(C)N1C(=O)[C@H]2[C@@H](c3ccc(Br)cc3)N3C(=O)N(c4ccccc4)C(=O)[C@@]3(C)[C@H]2C1=O
    -2	-0.9	5	4	-13	1.4	8	5	-1.3	3	1.7
- Cc1nn(CC(=O)NCCCN2CCN(C)CC2)c(=O)c2cc(-c3ccccc3)nn12
    -5	-2.4	6	-4	-10	-0.4	-7	12	0.6	5	1.0
- COc1ccc(S(=O)(=O)N2CCOCC2)cc1NC(=O)c1cc(=O)[nH]c2ccccc12
    6	-0.6	-6	-5	x	0.0	3	2	-0.3	19	1.9
- C/C(=N\N1CCN(C2c3ccccc3-c3ccccc32)CC1)c1cccnc1
    -3	-2.2	-5	17	-9	-3.0	-1	9	0.1	10	5.4
- COc1ccc(CNC(=O)Cc2csc(Nc3nc(=S)[nH]c4ccccc34)n2)cc1
    8	0.0	-11	8	-10	-0.5	-7	0	-2.9	-27	-0.4

# Filtered by structure, the compounds so far with a COOH group (three)
# Screens in order: PKA-R2B activ	MOR-DOR ag	Tat export inh	SUMO Mot1 rescue	PfHsp90 set2	phage Ecoli inh	PKA-R1A act	OPRM1-OPRD1 inv	Ecoli viability	HTR5A inv ctr	AddAB inh
- CCCCc1cc(=O)oc2cc(C)cc(OCC(=O)N3CCC(C(=O)O)CC3)c12
    -8	-3.3	-1	0	-11	2.9	-8	17	0.0	9	2.5
- O=CNC(=O)c1ccccc1C(=O)O
    12	-1.1	-7	-2	-27	1.9	-6	7	-0.7	-11	2.7
- C#CCOCCOCCOCCNc1nc(N2CCN(C(=O)[C@H](CCC(=O)O)n3cc(C(N)CC(C)C)nn3)CC2)nc(N2CCN(C(=O)[C@H](Cc3cc4ccccc4[nH]3)n3cc(C(N)CC(C)C)nn3)CC2)n1 (stereo partly specified)
    9	-2.2	10	-5	-3	x	4	13	-2.2	-27	0.2

# More structures.
# Screens in order: PKA-R2B activ	MOR-DOR ag	Tat export inh	SUMO Mot1 rescue	PfHsp90 set2	phage Ecoli inh	PKA-R1A act	OPRM1-OPRD1 inv	Ecoli viability	HTR5A inv ctr	AddAB inh
- Cc1nn(C)c(C)c1NS(=O)(=O)c1ccc(OC(F)(F)F)cc1
    -6	-0.2	-4	-13	14	3.2	-10	1	2.0	-2	0.5
- COc1ccc(OCC(=O)NCc2cccnc2)cc1
    -4	-0.9	10	13	-8	4.9	-8	5	1.0	-8	0.7
- CC(C)c1nnc(NC(=O)C2CC(=O)N(CCc3ccc(F)cc3)C2)s1 (stereo unspecified)
    -12	1.2	-5	146	-15	-1.2	-8	-10	-1.8	-1	2.4
- COc1ccc(C2=NOC(COC(=O)c3ccc4ccccc4n3)C2)cc1 (stereo unspecified)
    -7	-1.1	2	85	-11	-0.3	-7	6	1.9	-4	2.4
- COc1ccc(C(N)=O)cc1NC(=O)CC(O)(C(F)(F)F)C(F)(F)F
    1	-1.7	6	-6	-2	0.6	0	9	-2.0	-6	1.5
- C#CCSc1nnc(-c2ccccc2)c(=O)[nH]1
    0	-0.3	4	3	18	5.4	0	2	0.8	-10	4.1
- Cc1ccc(S(=O)(=O)N2N=C3CCCCC3C2(O)C(F)(F)F)cc1 (stereo unspecified)
    -2	-1.4	12	18	-6	3.9	-3	7	-3.9	10	-2.2
- CN(C)c1oc(-c2ccco2)nc1C#N
    -7	0.0	-1	-17	3	0.4	-11	0	-1.1	2	5.3
- COc1ccc(CCn2c(N3CCN(C)CC3)nc3c2c(=O)[nH]c(=O)n3C)cc1
    12	-1.1	2	-6	2	1.8	-4	5	-1.4	-32	3.0
- C[C@H](CO)N1C[C@H](C)[C@H](CN(C)C(=O)Nc2ccc(C(F)(F)F)cc2)Oc2c(NC(=O)c3ccncc3)cccc2C1=O
    2	0.1	10	-5	15	1.4	5	0	-1.7	15	1.8
- O=C(NC1CCCc2ccccc21)c1cccc(Br)c1 (stereo unspecified)
    -6	0.1	-3	-3	8	3.2	-6	0	0.2	-26	2.6
- COc1cccc(NC(=S)N2CCC(C(=O)c3ccc(F)cc3)CC2)c1
    -2	-1.9	0	x	3	1.3	5	9	x	0	x
- COc1ccc(N2CCN(Cc3csc(C)c3-c3ccc(C)cc3)CC2)cc1
    3	2.2	14	35	14	1.0	-18	-10	-0.2	0	-0.7
- CCN(CC)C(=O)COc1coc(CN2CCN(c3cccc(Cl)c3)CC2)cc1=O
    2	-4.3	-3	14	-11	2.5	-4	22	-0.7	0	-1.2
- COC(=O)C1=C(C)N(c2ccc(F)cc2)C(=O)C1
    2	-1.2	6	-28	x	2.2	-13	7	-2.0	-2	4.5
- O=S(=O)(Nc1cccc2ccccc12)N1CCCC1
    -15	-0.1	-17	-11	3	-0.4	3	1	1.1	-12	1.7
- Cc1cc(C(=O)NCc2cc(C(=O)O)oc2C)c(C)o1
    -7	-1.8	-2	104	x	0.8	-6	11	1.7	-13	1.9
- Cc1ccc(NC(=O)CNCc2ccccc2)c(Br)c1
    -7	3.6	0	-8	-18	3.4	2	-17	0.2	0	3.8
- CSc1cccc(NC(=S)NN(C)C)c1
    -7	-4.3	-6	4	12	2.2	-9	21	1.5	-31	2.8
- O=C(COC(=O)C1CC2C=CC1C2)Nc1c(Br)cc([N+](=O)[O-])cc1Br (stereo unspecified)
    -2	3.3	-3	-8	x	2.3	-9	-18	1.0	8	0.7
- CC[C@@H](C)[C@H](NC(=O)Cc1c(C)c2c(cc(C)c3c(C)c(C)oc32)oc1=O)C(=O)O
    -2	-2.1	-6	-7	-1	0.5	-2	9	x	0	x
- CCOc1ccccc1CNC(=O)Cn1ccc2cc(S(=O)(=O)N3CCCC3)ccc21
    2	-1.9	-1	8	-81	-1.3	-11	10	1.9	3	-0.5
- COc1ccc(CCNC(=O)CN2c3cccc4cccc(c34)S2(=O)=O)cc1OC
    5	-0.8	4	13	-5	1.4	7	4	2.6	-3	3.4
- Cc1cc(C(=O)NNC(=O)Cc2ccc(Cl)c(Cl)c2)c(C)o1
    -2	-1.0	3	x	-10	0.8	-7	5	x	-10	x
